PhoP GFP inhibition – PhoP regulon inhibitors, Salmonella typhi PhoP promoter GFP reporter, confirmatory (AID 1850). Salmonella Typhi PhoP-promoter GFP reporter, fluorescence, 4 h; higher % means a stronger effect. actives 0.33% (n = 310,000). one-dose inhibition, % at 50 µM; IC50 in µM for titrated hits; in the data active = a potency from the dose series; inconclusive = inhibition mostly from about 25% at the one dose, without a potency; inactive = the rest, 99 in 100 with inhibition below about 19%;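 note: 0% = induced wells with vehicle and 100% = uninduced wells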
VEEV TC-83 Vero – inhibitors of VEEV TC-83 cytopathic effect, confirmation, Vero cells (AID 588727); one-dose inhibition, % at 20 µM; IC50 in µM for titrated hits; actives 0.13% (n = 350,000); Vero cells, VEEV TC-83 cytopathic effect inhibition; higher % means a stronger effect; in the data active = a potency from the dose series; inconclusive = inhibition mostly from about 14% at the one dose, without a potency; inactive = the rest, 99 in 100 with inhibition below about 12%; note: strong numbers were not always called active
H1N1 NS1A inhibition – NS1A inhibition, H1N1 influenza, cell based functional assay (AID 504329). NS1A functional cell-based assay, percent inhibition; higher % means a stronger effect. inhibition, % at 12.5 µM, or IC50 in µM where a hit was titrated. actives 0.3% (n = 340,000); in the data active = a potency from the dose series; inconclusive = inhibition above about 27% without an active follow-up result; note: strong numbers were not always called active
H37Rv inhibition – M. tuberculosis growth inhibition, HTS (AID 449762); M. tuberculosis H37Rv growth inhibition, 7H9 media; higher % means a stronger effect; inhibition, % at 25 µM, or IC50 in µM where a hit was titrated; actives 0.59% (n = 330,000); in the data active = a potency from the dose series; inconclusive = inhibition above about 70% without an active follow-up result;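 note: bacterial growth assessed after seven days of incubation; strong numbers were not always called active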
M. tuberculosis – growth inhibition of non-replicating M. tuberculosis (AID 488890) | actives 0.39% (n = 320,000) | one-dose inhibition, % at 25 µM; IC50 in µM for titrated hits | Mycobacterium tuberculosis non-replicating, growth inhibition; higher % means a stronger effect; in the data active = a potency from the dose series; inconclusive = inhibition mostly from about 82% at the one dose, without a potency; inactive = the rest, 99 in 100 with inhibition below about 76%;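 note: plate controls were DMSO cells for no effect and high antibiotic wells for full effect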
VEEV TC-83 Vero 10K pilot screen – also measured in VEEV TC-83 Vero; calls as there; inhibition, %; measured here: 10K pilot screen inhibition
* = called active by the depositor; & = joins results of further samples.

Results for C/C(CC(=O)Nc1ccccc1Cl)=N\NC(=O)C(=O)NCCO ?
PhoP GFP inhibition: 0.5%; VEEV TC-83 Vero: 0.9%; H1N1 NS1A inhibition: -10.8%; H37Rv inhibition: -5.1%; M. tuberculosis: -3.8%

Results for COc1ccc(C(CCNCc2ccc(N(C)C)cc2)c2ccccc2)cc1 (configuration not stated) ?
PhoP GFP inhibition: 6.1%; VEEV TC-83 Vero: inactive; H1N1 NS1A inhibition: 25.2%; H37Rv inhibition: 37.9%; M. tuberculosis: inconclusive

Results for Cc1cccc(NC(=O)/C(C#N)=C/c2cn(CC(=O)NCc3ccco3)c3ccccc23)c1C ?
PhoP GFP inhibition: -4.8%; VEEV TC-83 Vero: inactive; H1N1 NS1A inhibition: -9.4%; H37Rv inhibition: -8.2%; M. tuberculosis: -7.9%

What do the screens show for `Cc1cc(-c2ccccc2)c2c(=O)n(-c3ccccc3)[nH]c2n1`?
PhoP GFP inhibition: 2.6%; VEEV TC-83 Vero: 0.7%; H1N1 NS1A inhibition: -3.1%; H37Rv inhibition: -1.3%; M. tuberculosis: 1.1%

How did N#CC1c2ccccc2-n2nncc2CN1C(=O)CCc1ccccc1 (configuration not stated) do in these assays?
VEEV TC-83 Vero: 1.7%; H1N1 NS1A inhibition: 12.2%

Results for CNC(=O)c1ccc(NC(=O)c2cc(S(=O)(=O)N3CCOCC3)ccc2N2CCCC2)cc1 ?
VEEV TC-83 Vero: 5.6%; H1N1 NS1A inhibition: -6.5%; H37Rv inhibition: -10.3%; M. tuberculosis: 1.9%

What do the screens show for `CC(C)NC(=O)N(O)C1N(Cc2ccc3c(c2)OCO3)C(=S)SC1(C)C` (configuration not stated)?
PhoP GFP inhibition: -1.5%; VEEV TC-83 Vero: 5.0%; H1N1 NS1A inhibition: -2.0%; H37Rv inhibition: 3.9%; M. tuberculosis: 27.7%

How did CN(C)S(=O)(=O)c1ccc(NC(=O)c2cc(F)c(F)cc2Cl)cc1 do in these assays?
PhoP GFP inhibition: 5.1%; VEEV TC-83 Vero: 3.7%; H1N1 NS1A inhibition: -2.8%; H37Rv inhibition: 5.5%; M. tuberculosis: -16.9%

Results for N#CC(c1nc2ccccc2nc1N1CCOCC1)S(=O)(=O)c1ccccc1 (configuration not stated) ?
PhoP GFP inhibition: -14.9%; VEEV TC-83 Vero: 1.9%; H1N1 NS1A inhibition: -23.6%; H37Rv inhibition: -3.1%; M. tuberculosis: -12.6%

What do the screens show for `CCN(CC)S(=O)(=O)c1ccc(-c2nnc(SC)o2)cc1`?
PhoP GFP inhibition: 8.2%; VEEV TC-83 Vero: 2.0%; H1N1 NS1A inhibition: -4.7%; H37Rv inhibition: -3.3%; M. tuberculosis: 3.0%

What do the screens show for `C[C@H]1CC[C@H]2C(=O)N3[C@H](c4ccccc4Br)[C@@H](C)CC[C@H]3C(=O)N2[C@@H]1c1ccccc1Br`?
PhoP GFP inhibition: 1.2%; H37Rv inhibition: inconclusive; M. tuberculosis: inconclusive

How did CCOc1ccc(S(=O)(=O)N2CCCC(C(=O)N3CCN(c4ccccc4)CC3)C2)cc1 (configuration not stated) do in these assays?
PhoP GFP inhibition: -6.5%; VEEV TC-83 Vero: 6.8%; H1N1 NS1A inhibition: -4.0%; H37Rv inhibition: 61.2%; M. tuberculosis: 18.4%

Results for O=C(CN1C(=O)CSc2ccccc21)NCCC1=CCCCC1 ?
PhoP GFP inhibition: -5.9%; VEEV TC-83 Vero: 2.5%; H1N1 NS1A inhibition: -8.1%; H37Rv inhibition: -0.6%; M. tuberculosis: 20.2%

How did CNS(=O)(=O)c1cc(Br)ccc1S(=O)c1ccccc1C(=O)O (configuration not stated) do in these assays?
PhoP GFP inhibition: -26.8%; VEEV TC-83 Vero: inactive; H1N1 NS1A inhibition: 0.1%; H37Rv inhibition: 7.0%; M. tuberculosis: -8.5%

What do the screens show for `O=C(CCSc1ccccc1)N1CCOCC1`?
PhoP GFP inhibition: 7.2%; VEEV TC-83 Vero: 0.3%; H1N1 NS1A inhibition: 2.6%; H37Rv inhibition: -3.2%

How did COc1ccc(C(=O)NCCN2CCN(C(=O)c3ccc(OC)c(OC)c3)CC2)cc1OC do in these assays?
PhoP GFP inhibition: -7.0%; VEEV TC-83 Vero: 1.2%; H1N1 NS1A inhibition: 3.2%; H37Rv inhibition: -2.6%; M. tuberculosis: 2.5%

How did O=C(Nc1ccc(Cl)c(Cl)c1)c1cccc(S(=O)(=O)NCc2cccnc2)c1 do in these assays?
PhoP GFP inhibition: -13.9%; VEEV TC-83 Vero: 7.4%; H1N1 NS1A inhibition: -2.9%; H37Rv inhibition: -3.8%; M. tuberculosis: 15.0%

What do the screens show for `CC(C)OS(C)(=O)=O`?
VEEV TC-83 Vero: inactive; H1N1 NS1A inhibition: -11.0%; H37Rv inhibition: -11.6%; M. tuberculosis: -13.9%

What do the screens show for `Cc1cccc(NNC(=O)c2c(F)cccc2Cl)c1`?
PhoP GFP inhibition: 0.8%; VEEV TC-83 Vero: 0.0%; H1N1 NS1A inhibition: -2.4%; H37Rv inhibition: inconclusive; M. tuberculosis: 77.9%

What do the screens show for `COc1ccc(CC(NC(C)=O)C(=O)N2CCN(C(=O)Nc3ccc(Cl)cc3)CC2)cc1OC` (configuration not stated)?
PhoP GFP inhibition: -5.6%; VEEV TC-83 Vero: 3.5%; H1N1 NS1A inhibition: -1.3%; H37Rv inhibition: -5.8%; M. tuberculosis: 25.5%

Results for O=C(NCCc1ccccc1C(F)(F)F)C1CCC(=O)N(CCCN2CCCC2=O)C1 (configuration not stated) ?
PhoP GFP inhibition: -6.0%; VEEV TC-83 Vero: 0.4%; H1N1 NS1A inhibition: -2.0%; H37Rv inhibition: 1.0%; M. tuberculosis: -7.7%

What do the screens show for `CCCCCCSc1ccc([C@@H]2[C@@H]3C(=O)N(C)C(=O)[C@@H]3[C@]3(C(=O)OC)CCCCN23)cc1`?
VEEV TC-83 Vero: 0.0%; H1N1 NS1A inhibition: 0.4%; H37Rv inhibition: 6.8%; M. tuberculosis: -7.6%

How did CCCCn1c(CNC(=O)CC)nc2ccccc21 do in these assays?
PhoP GFP inhibition: -2.9%; VEEV TC-83 Vero: 1.0%; H1N1 NS1A inhibition: 1.7%; H37Rv inhibition: -1.9%; M. tuberculosis: -7.6%; VEEV TC-83 Vero 10K pilot screen: 0.0

What do the screens show for `CN1CCN(C2=Nc3ccccc3Oc3ccc(Cl)cc32)CC1`?
PhoP GFP inhibition: 0.7%&6.3%; VEEV TC-83 Vero: 2.8%; H1N1 NS1A inhibition: 8.2%; H37Rv inhibition: 17.3%; M. tuberculosis: 14.7%

What do the screens show for `C/C(CC(O)c1ccc2ccccc2n1)=N/O` (configuration not stated)?
PhoP GFP inhibition: -13.6%; VEEV TC-83 Vero: 0.7%; H1N1 NS1A inhibition: -11.7%; H37Rv inhibition: -6.4%; M. tuberculosis: 2.8%

How did c1ccc(-c2ccc(-c3ccccc3)[nH]2)cc1 do in these assays?
VEEV TC-83 Vero: 4.4%; H1N1 NS1A inhibition: 6.9%

How did CCOC(=O)C1CCN(Cc2cc(Cl)c3ccccc3c2O)CC1 do in these assays?
PhoP GFP inhibition: -5.4%; VEEV TC-83 Vero: inactive; H1N1 NS1A inhibition: 1.1%; H37Rv inhibition: 10.4%; M. tuberculosis: inconclusive

How did N#Cc1ccc(OCC(O)CN2CCN(C(c3ccccc3)c3ccccc3)CC2)cc1 (configuration not stated) do in these assays?
PhoP GFP inhibition: 18.6%; VEEV TC-83 Vero: inactive; H1N1 NS1A inhibition: 12.4%; H37Rv inhibition: inconclusive; M. tuberculosis: 37.0%

What do the screens show for `N#CCc1ccc(NC(=O)Nc2cccc(Cl)c2)cc1`?
PhoP GFP inhibition: 0.8%; VEEV TC-83 Vero: 1.6%; H1N1 NS1A inhibition: 11.6%; H37Rv inhibition: -9.8%; M. tuberculosis: 0.1%

How did OCCOCCn1c(C(CO)Nc2nc(-c3ccc(F)cc3)cs2)nc2ccccc21 (configuration not stated) do in these assays?
PhoP GFP inhibition: 4.1%; VEEV TC-83 Vero: 1.3%; H1N1 NS1A inhibition: 1.4%; H37Rv inhibition: 6.4%; M. tuberculosis: 24.1%

How did COc1cc(S(=O)(=O)NCc2ccccc2)ccc1Br do in these assays?
PhoP GFP inhibition: -5.7%; VEEV TC-83 Vero: 2.9%; H1N1 NS1A inhibition: -13.0%; H37Rv inhibition: -6.3%; M. tuberculosis: 1.9%

What do the screens show for `COc1ccc(Nc2nc(N)c([N+](=O)[O-])c(NCCO)n2)cc1`?
PhoP GFP inhibition: 1.1%; VEEV TC-83 Vero: 4.5%; H37Rv inhibition: -8.0%; M. tuberculosis: 5.7%

What do the screens show for `Cc1ccc(S(=O)(=O)Nc2ccccc2F)cc1C(=O)NNC(=O)c1csc(N2CCOCC2)n1`?
PhoP GFP inhibition: -2.9%; VEEV TC-83 Vero: 2.4%; H1N1 NS1A inhibition: 3.3%; H37Rv inhibition: 1.0%; M. tuberculosis: -23.1%

What do the screens show for `Brc1ccc(/C=N/Nc2ccccc2)cc1`?
PhoP GFP inhibition: 4.5%; VEEV TC-83 Vero: 3.1%; H1N1 NS1A inhibition: -7.7%; H37Rv inhibition: inconclusive; M. tuberculosis: 16.1%

Results for Cc1nc2c(C(=O)O)cnn2c(C)c1Cc1ccccc1F ?
PhoP GFP inhibition: -5.2%; VEEV TC-83 Vero: inactive; H1N1 NS1A inhibition: 1.0%; H37Rv inhibition: -9.4%; M. tuberculosis: 7.7%

What do the screens show for `CCC(NC(=O)CC[C@H]1O[C@@H](n2cc(C)c(=O)[nH]c2=O)C[C@@H]1O)c1ccccc1` (some centres not stated)?
VEEV TC-83 Vero: inactive; H1N1 NS1A inhibition: -7.1%

What do the screens show for `CCOC(=O)N1CCN(C(=O)C2CC(=O)N(Cc3ccc(OC)cc3)C2)CC1` (configuration not stated)?
PhoP GFP inhibition: 5.9%; VEEV TC-83 Vero: 1.7%; H1N1 NS1A inhibition: -8.3%; H37Rv inhibition: 0.9%; M. tuberculosis: 5.7%

How did CCc1ccc(C(=O)Nc2cc(C)on2)o1 do in these assays?
PhoP GFP inhibition: 3.3%; VEEV TC-83 Vero: 0.4%; H1N1 NS1A inhibition: 7.0%; H37Rv inhibition: 8.3%; M. tuberculosis: -9.7%

What do the screens show for `COc1ccc(NC(=O)Oc2ccccc2)cc1Cl`?
PhoP GFP inhibition: -1.3%; VEEV TC-83 Vero: 0.3%; H1N1 NS1A inhibition: 0.0%; H37Rv inhibition: inconclusive; M. tuberculosis: 43.5%

Results for O=C(CCCOc1ccc(Cl)cc1)NCCc1ccccc1 ?
PhoP GFP inhibition: -0.7%; VEEV TC-83 Vero: 1.0%; H1N1 NS1A inhibition: -3.8%; H37Rv inhibition: 6.3%; M. tuberculosis: 67.4%

A run of entries taken from the entries so far, as a working copy:
Results for O=C(NCCc1ccccc1C(F)(F)F)C1CCC(=O)N(CCCN2CCCC2=O)C1 (configuration not stated) ?
PhoP GFP inhibition: -6.0%; VEEV TC-83 Vero: 0.4%; H1N1 NS1A inhibition: -2.0%; H37Rv inhibition: 1.0%; M. tuberculosis: -7.7%

What do the screens show for `CCCCCCSc1ccc([C@@H]2[C@@H]3C(=O)N(C)C(=O)[C@@H]3[C@]3(C(=O)OC)CCCCN23)cc1`?
VEEV TC-83 Vero: 0.0%; H1N1 NS1A inhibition: 0.4%; H37Rv inhibition: 6.8%; M. tuberculosis: -7.6%

The list continues.
What do the screens show for `Cc1nnc(NC(=O)CSc2nccn2-c2ccc(F)cc2)s1`?
PhoP GFP inhibition: -12.8%; VEEV TC-83 Vero: 1.1%; H1N1 NS1A inhibition: -15.7%; H37Rv inhibition: -6.1%; M. tuberculosis: 0.1%

What do the screens show for `O=C(NCc1ccco1)c1ccc2nccnc2c1`?
PhoP GFP inhibition: -6.1%; VEEV TC-83 Vero: 2.8%; H1N1 NS1A inhibition: -2.8%; H37Rv inhibition: 3.8%; M. tuberculosis: 1.3%

What do the screens show for `Cn1cnnc1Sc1ccc(S(C)(=O)=O)cc1[N+](=O)[O-]`?
PhoP GFP inhibition: -3.4%; VEEV TC-83 Vero: 0.8%; H1N1 NS1A inhibition: -14.0%; H37Rv inhibition: 2.3%; M. tuberculosis: 4.5%

Results for Cc1ccc(CCNC(=O)CCn2ccc3cc(S(=O)(=O)N4CCCC4)ccc32)cc1 ?
PhoP GFP inhibition: 0.9%; VEEV TC-83 Vero: 1.9%; H1N1 NS1A inhibition: 15.0%; H37Rv inhibition: -3.6%; M. tuberculosis: 25.4%

What do the screens show for `COc1cc(C(=O)NNC(=O)NC2CCCCC2)cc(OC)c1OC`?
PhoP GFP inhibition: -0.6%; VEEV TC-83 Vero: 0.3%; H1N1 NS1A inhibition: -0.2%; H37Rv inhibition: -0.7%; M. tuberculosis: -2.8%
